EWS-Fli inh – inhibitors of EWS/Fli oncoprotein transcriptional activity; inhibition, % at 12.6 µM; A673 NR0B1-luciferase reporter, viability-normalised; actives 0.67% (n = 350,000);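 active means mean inhibition of at least 50% after viability correction, with every replicate also passing that limit; inconclusive means mean reaches 50% but only one of two replicates passes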;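 further: firefly luciferase signal divided by Alamar Blue viability fluorescence both relative to DMSO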
CFTR F508del cor – CFTR F508del correction in bronchial cells. CFBE cells, YFP halide quenching; stimulated with forskolin plus potentiator P3; % fluorescence drop versus neutral controls. activity (quench increase), % at 7.58 µM. actives 0.36% (n = 350,000);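 active means mean added fluorescence quench of at least 8% versus neutral control, with both replicates also reaching 8%; inconclusive means only one of the mean or replicate conditions met; inactive means mean below 8% and not both replicates reaching 8%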;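 further: cells transiently co-express mutant CFTR-F508del with the halide-sensitive YFP; corrector assay measuring rescue of mutant channel to the surface after 24 h compound exposure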
INS-1E GSIS act – GLuc luminescence reporter in INS-1E cells, primary screen for activators of glucose-dependent secretion of insulin; INS-1E GLuc reporter insulin secretion, 2-3 h; activation, % at 16.6 µM; actives 0.61% (n = 370,000);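 active means lowest replicate activation of at least 40%, so every replicate reaches that level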;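 further: 0% = median of neutral control wells and 100% = median of IBMX positive control wells; some compounds called inactive have numbers as strong as hits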
PAX8 inh HTS – lowers PAX8-driven luciferase in RMG-I cells. actives 1.2% (n = 360,000). RMG-I TPO-luciferase reporter, SteadyGlo, 24 h. inhibition, % at 12.6 µM;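 active means mean replicate inhibition at least 60% with every replicate also reaching 60%; inconclusive means only one of the two criteria is met; inactive means mean below 60% and not all replicates reaching 60%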;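 further: luciferase light reporting Pax8 driven TPO promoter activity; plate controls were median of neutral control wells for no effect and mitoxantrone controls for full effect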
FN deposition inh – fibronectin deposition inhibition; AH1F fibroblasts, Alexa488-fibronectin deposition fluorescence, overnight; inhibition, % at 12.6 µM; actives 0.086% (n = 350,000);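 active means mean inhibition across replicates of 30% or more, regardless of how many single replicates reach that level; inconclusive means mean under 30% yet at least half of replicates reach 30%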;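 further: positive control wells lacked labelled fibronectin entirely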
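Material: AH1F fibroblast monolayer depositing Alexa488-labelled fibronectin into matrix | Input: 10000 AH1F cells/well | Medium: DMEM plus 2% serum, read in PBS | Reagent: Alexa488-fibronectin, 24 nM final in well | Compound dosing: One dose per compound, pinned | Schedule: 1 h adhesion, overnight exposure | Measured by: Fluorescence at 485 nm excitation, 525 nm emission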
miR122 inh – blocks miR-122 activity in Huh7 sensor cells; Huh7 miR-122 Renilla luciferase sensor, 48 h; neutral wells = 0, positive control = 100; activation (reporter increase), % at 12.5 µM; AID 602342; actives 0.3% (n = 340,000);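 active means mean replicate activation score at least 90 and every replicate individually at or above 90; inconclusive means only one of the two criteria met; inactive means neither criterion met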;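 further: higher luciferase means less miR-122 activity so hits act as miR-122 inhibitors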
DENV2 CPE rescue – DENV2-induced cell death inhibition. DENV2-infected cells, cytopathic effect rescue, plate reader. CPE inhibition, % at 9.99 µM. actives 1.7% (n = 350,000); in the data active means CPE inhibition above about 20%, passing the limit was not always enough; inconclusive means no clear call, values can overlap the other calls; tested in BHK-21 cells;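 further: 0% = median of neutral control wells and 100% = median of positive control wells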
Starred values were filed as active, the others as inactive; [ ] = another dose, or the depositor's remark.

How did Cc1ccc(C)c(C(O)c2ncc(-c3cccc(C(F)(F)F)c3)[nH]2)c1 (configuration not stated) do in these assays?
EWS-Fli inh: -8; CFTR F508del cor: -2.9; INS-1E GSIS act: -56; PAX8 inh HTS: -2; FN deposition inh: 0; miR122 inh: 11; DENV2 CPE rescue: 0

How did COc1ccc(C(C)=O)cc1CSc1nnc(Nc2ccccc2)s1 do in these assays?
INS-1E GSIS act: -38; PAX8 inh HTS: 16; FN deposition inh: 4; miR122 inh: 3

Results for O=C(O)Cc1c[nH]c2ccc(O)cc12 ?
EWS-Fli inh: 1; CFTR F508del cor: -3.2; PAX8 inh HTS: 0; FN deposition inh: 0; miR122 inh: 3; DENV2 CPE rescue: 5

What do the screens show for `CCn1c(-c2ccc(C)cc2)nn(CC(=O)NCCc2ccccc2)c1=S`?
INS-1E GSIS act: 7; PAX8 inh HTS: 36; FN deposition inh: -1

Results for COc1ccccc1NS(=O)(=O)c1ccc(C(=O)NCc2ccncc2)cc1 ?
EWS-Fli inh: 4; CFTR F508del cor: -1.3; PAX8 inh HTS: 13; FN deposition inh: 0; miR122 inh: -7; DENV2 CPE rescue: 1

Results for O=C1CCC/C(=N\NC(=O)c2ccc(COc3ccccc3-c3ccccc3)cc2)C1 ?
EWS-Fli inh: 5; CFTR F508del cor: -0.2; INS-1E GSIS act: -4; PAX8 inh HTS: 2; FN deposition inh: -3; miR122 inh: -5; DENV2 CPE rescue: 13

How did O=C(CCNC(=O)c1ccc(Br)cc1)NCCCc1ccccc1 do in these assays?
EWS-Fli inh: -6; CFTR F508del cor: 1.6; INS-1E GSIS act: 0; PAX8 inh HTS: -11; FN deposition inh: 4; miR122 inh: 1; DENV2 CPE rescue: -1

What do the screens show for `COCC#Cc1ccc2c(c1)O[C@H](CN(C)Cc1ccccc1)[C@@H](C)CN([C@@H](C)CO)S2(=O)=O`?
EWS-Fli inh: 9; CFTR F508del cor: 0.7; INS-1E GSIS act: -31; miR122 inh: 10[16.7 µM]; DENV2 CPE rescue: 9

How did COc1ccc(N2CCN(C(=O)COC(=O)c3ccco3)CC2)cc1 do in these assays?
EWS-Fli inh: 1; CFTR F508del cor: 0.0; INS-1E GSIS act: 10; PAX8 inh HTS: 2; FN deposition inh: -7; DENV2 CPE rescue: -9

What do the screens show for `Cc1ccc(C)c(C(=O)COC(=O)c2c(-c3ccccc3)noc2C)c1`?
EWS-Fli inh: -6; CFTR F508del cor: 2.8; INS-1E GSIS act: 7; PAX8 inh HTS: 9; FN deposition inh: 1; miR122 inh: -4; DENV2 CPE rescue: -5

How did COc1ccc(/C=C2\SC(=S)N(CCC(=O)Nc3ccc(C(=O)O)cc3)C2=O)cc1 do in these assays?
EWS-Fli inh: -22; CFTR F508del cor: -1.0; INS-1E GSIS act: -7; PAX8 inh HTS: 5; FN deposition inh: 2; DENV2 CPE rescue: 1

Results for CC1(C)CC2CC(C)(CN2C(=O)COC(=O)c2cc(Cl)cc(Cl)c2N)C1 (configuration not stated) ?
EWS-Fli inh: 9; CFTR F508del cor: -3.0; INS-1E GSIS act: -17; miR122 inh: 1

What do the screens show for `COc1ccc(OC)c([C@@H]2OCCC=C[C@H]2C)c1`?
EWS-Fli inh: 1; CFTR F508del cor: -1.3; INS-1E GSIS act: -13; PAX8 inh HTS: -4; FN deposition inh: -2; miR122 inh: -4

How did COc1ccc2c(CCNC(=O)Nc3ccccc3)c[nH]c2c1 do in these assays?
EWS-Fli inh: 12; CFTR F508del cor: 0.0; INS-1E GSIS act: -6; PAX8 inh HTS: 7; FN deposition inh: 7; DENV2 CPE rescue: 13

Results for O=C(C[C@@H]1C[C@H]2c3cc(NC(=O)CC4CC4)ccc3O[C@H]2[C@@H](CO)O1)NCCc1ccccc1 ?
EWS-Fli inh: 10; CFTR F508del cor: 1.3; INS-1E GSIS act: 1; PAX8 inh HTS: 7; FN deposition inh: -12; miR122 inh: -2[16.7 µM]; DENV2 CPE rescue: 0

Results for O=S(=O)(NCCc1csc(-c2cccnc2)n1)c1cccc(F)c1 ?
EWS-Fli inh: -2; CFTR F508del cor: -0.6; INS-1E GSIS act: 28; PAX8 inh HTS: -4; miR122 inh: 22; DENV2 CPE rescue: 7

What do the screens show for `COc1ccc(NC(=O)Nc2ccc3c(c2)C(=O)N([C@H](C)CO)C[C@H](C)[C@@H](CN(C)S(=O)(=O)c2c(C)noc2C)OCCCC[C@H](C)O3)cc1`?
EWS-Fli inh: 2; CFTR F508del cor: 1.6; INS-1E GSIS act: -5; PAX8 inh HTS: 6; miR122 inh: -17[16.7 µM]; DENV2 CPE rescue: inconclusive

How did COc1ccc(CN(C)C[C@H]2OCCCC[C@H](C)Oc3ccc(NC(=O)Nc4ccc5c(c4)OCO5)cc3C(=O)N([C@@H](C)CO)C[C@H]2C)cc1 do in these assays?
EWS-Fli inh: 4; CFTR F508del cor: 0.1; INS-1E GSIS act: -37; PAX8 inh HTS: -1; FN deposition inh: 3; miR122 inh: 4[16.7 µM]; DENV2 CPE rescue: -19

Results for O=C(O)/C=C/C(=O)Nc1cccc2c1-c1ccccc1C2=O ?
EWS-Fli inh: 1; CFTR F508del cor: 1.7; INS-1E GSIS act: -4; PAX8 inh HTS: -36; FN deposition inh: 2; miR122 inh: 0; DENV2 CPE rescue: -1

Results for C/C(=N\Nc1ccc(Cl)cc1)c1ccncc1 ?
EWS-Fli inh: -42; CFTR F508del cor: -2.0; INS-1E GSIS act: 2; PAX8 inh HTS: -6; FN deposition inh: 4; miR122 inh: -5; DENV2 CPE rescue: -3

Results for C[C@@H]1CCCCO[C@H](CN(C)C)[C@@H](C)CN([C@H](C)CO)C(=O)c2cc(NC(=O)C3CCCCC3)ccc2O1 ?
EWS-Fli inh: 0; CFTR F508del cor: -1.1; INS-1E GSIS act: 14; PAX8 inh HTS: -4; miR122 inh: 1[16.7 µM]; DENV2 CPE rescue: 11

What do the screens show for `Cc1nn(Cc2c(F)c(F)c(F)c(F)c2F)c(C)c1NC(=O)c1ccc(COc2ccccc2Cl)o1`?
INS-1E GSIS act: -26; FN deposition inh: 9; miR122 inh: -25

Results for Cc1nc2c(C)cccc2c(SC(=N)N)c1CC=C(Cl)Cl ?
EWS-Fli inh: -4; CFTR F508del cor: -0.3; INS-1E GSIS act: 9; PAX8 inh HTS: 17; FN deposition inh: 1; DENV2 CPE rescue: -1

What do the screens show for `C=C1C(=O)[C@]23C[C@H]1CCC2[C@@]1(C)C(C[C@@H]3O)[C@](C)(C(=O)OC)CC[C@@H]1OC(C)=O` (some centres not stated)?
EWS-Fli inh: 53*; CFTR F508del cor: -2.0; INS-1E GSIS act: 134*; PAX8 inh HTS: 108*; FN deposition inh: 27; miR122 inh: -25; DENV2 CPE rescue: 8

How did O=C(O)c1cnc(-c2ccccc2)nc1Sc1cccc(Cl)c1 do in these assays?
INS-1E GSIS act: -34; PAX8 inh HTS: -15; FN deposition inh: 9

How did O=C(C[C@H]1CC[C@@H]2[C@H](COC[C@H](O)CN2C(=O)c2ccccc2F)O1)N1CCOCC1 do in these assays?
EWS-Fli inh: 2; CFTR F508del cor: -2.6; INS-1E GSIS act: -2; PAX8 inh HTS: 1; FN deposition inh: -9; miR122 inh: -1[16.7 µM]; DENV2 CPE rescue: -12

Results for CCc1nc2ccc(C(=O)Nc3cccc(NS(C)(=O)=O)c3)cn2c1N(C)CCCc1ccccc1 ?
EWS-Fli inh: 8; CFTR F508del cor: 3.8; INS-1E GSIS act: -15; PAX8 inh HTS: 17; FN deposition inh: 4; miR122 inh: -3; DENV2 CPE rescue: 3

Results for CN1C(=O)c2cc(NC(=O)C3CCCCC3)ccc2OC[C@@H]2O[C@H](CC(=O)NCc3ccccc3F)CC[C@@H]21 ?
EWS-Fli inh: -5; CFTR F508del cor: -5.6; INS-1E GSIS act: -6; PAX8 inh HTS: 23; FN deposition inh: -9; miR122 inh: 20[16.7 µM]; DENV2 CPE rescue: -2

How did COC(=O)C[C@H]1CC[C@H]2[C@H](COc3ccc(NC(=O)C4CCOCC4)cc3C(=O)N2C)O1 do in these assays?
EWS-Fli inh: -1; CFTR F508del cor: 2.7; INS-1E GSIS act: 1; PAX8 inh HTS: -20; FN deposition inh: -1; miR122 inh: 22[16.7 µM]; DENV2 CPE rescue: -13

What do the screens show for `O=C(O)c1cc(-c2cccc(Cl)c2)nc2nc(N3CCCCC3)sc12`?
INS-1E GSIS act: -12; PAX8 inh HTS: -1; FN deposition inh: -3

3 entries from above, ordered by length of the SMILES, rising:
Results for C/C(=N\Nc1ccc(Cl)cc1)c1ccncc1 ?
EWS-Fli inh: -42; CFTR F508del cor: -2.0; INS-1E GSIS act: 2; PAX8 inh HTS: -6; FN deposition inh: 4; miR122 inh: -5; DENV2 CPE rescue: -3

Results for O=S(=O)(NCCc1csc(-c2cccnc2)n1)c1cccc(F)c1 ?
EWS-Fli inh: -2; CFTR F508del cor: -0.6; INS-1E GSIS act: 28; PAX8 inh HTS: -4; miR122 inh: 22; DENV2 CPE rescue: 7

What do the screens show for `COc1ccc(NC(=O)Nc2ccc3c(c2)C(=O)N([C@H](C)CO)C[C@H](C)[C@@H](CN(C)S(=O)(=O)c2c(C)noc2C)OCCCC[C@H](C)O3)cc1`?
EWS-Fli inh: 2; CFTR F508del cor: 1.6; INS-1E GSIS act: -5; PAX8 inh HTS: 6; miR122 inh: -17[16.7 µM]; DENV2 CPE rescue: inconclusive

Additional structures follow.
Results for CC1=C(C(=O)N(C)C)CC(CC(=O)NC(c2ccccc2)c2ccccc2)C(=O)N1Cc1ccc(F)cc1 (configuration not stated) ?
EWS-Fli inh: -4; CFTR F508del cor: 1.0; INS-1E GSIS act: -38; PAX8 inh HTS: -12; FN deposition inh: 0; miR122 inh: -1; DENV2 CPE rescue: 9

How did CN(Cc1ccccc1)C(=O)c1ccc(Nc2nc(C(N)Cc3ccccc3)cs2)nc1 (configuration not stated) do in these assays?
EWS-Fli inh: 21; CFTR F508del cor: 5.5; PAX8 inh HTS: 25; FN deposition inh: -11; miR122 inh: 6; DENV2 CPE rescue: inconclusive

What do the screens show for `CC(NC(=O)C1CCN(C(=O)c2ccc(F)cc2)CC1)c1ccc(S(N)(=O)=O)cc1` (configuration not stated)?
EWS-Fli inh: 3; CFTR F508del cor: -0.5; PAX8 inh HTS: -5; FN deposition inh: 4; miR122 inh: 61; DENV2 CPE rescue: -6

How did CN1C(=O)[C@H]2[C@@H](/C=C/c3ccccc3)N3C(=O)CN(Cc4ccc(-c5ccccc5)cc4)C(=O)[C@@]3(C)[C@H]2C1=O do in these assays?
EWS-Fli inh: 1; CFTR F508del cor: -1.2; INS-1E GSIS act: -25; PAX8 inh HTS: 15; FN deposition inh: -19; miR122 inh: -5; DENV2 CPE rescue: inconclusive

How did Cc1ccc(NS(=O)(=O)c2ccc(OCC(=O)NCC3CCCO3)cc2)cc1 (configuration not stated) do in these assays?
EWS-Fli inh: 6; CFTR F508del cor: 0.4; INS-1E GSIS act: 13; PAX8 inh HTS: 26; FN deposition inh: -7; DENV2 CPE rescue: 0

What do the screens show for `Cc1cccc(OCc2nnc(SCC(=O)NCC3CCCO3)n2C)c1` (configuration not stated)?
EWS-Fli inh: -2; CFTR F508del cor: -2.5; INS-1E GSIS act: -11; PAX8 inh HTS: 1; FN deposition inh: -2; miR122 inh: -1; DENV2 CPE rescue: -7

What do the screens show for `CCc1nnc(NC(=O)C(C)Sc2ccccc2)s1` (configuration not stated)?
EWS-Fli inh: -6; CFTR F508del cor: -0.8; INS-1E GSIS act: 11; PAX8 inh HTS: -1; FN deposition inh: 3; miR122 inh: -5; DENV2 CPE rescue: 2

Bioassay records deposited in PubChem BioAssay by Broad Institute.
